Screens as filed in PubChem.
ROMK mod – human ROMK K+ channel modulation, primary screen; AID 1918; Tet-inducible ROMK, thallium flux fluorescence; actives lie on both sides; actives 2% (n = 130,000); B-score at 10 µM; P48048;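 active = signal ratio slope over the read window, or its plate-corrected B-score, at least 3 SD from the plate mean, either direction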;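 also: B-score of the F/F0 ratio slope over 7 to 12 s after thallium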
Target sequence (P48048 whole entry, looked up): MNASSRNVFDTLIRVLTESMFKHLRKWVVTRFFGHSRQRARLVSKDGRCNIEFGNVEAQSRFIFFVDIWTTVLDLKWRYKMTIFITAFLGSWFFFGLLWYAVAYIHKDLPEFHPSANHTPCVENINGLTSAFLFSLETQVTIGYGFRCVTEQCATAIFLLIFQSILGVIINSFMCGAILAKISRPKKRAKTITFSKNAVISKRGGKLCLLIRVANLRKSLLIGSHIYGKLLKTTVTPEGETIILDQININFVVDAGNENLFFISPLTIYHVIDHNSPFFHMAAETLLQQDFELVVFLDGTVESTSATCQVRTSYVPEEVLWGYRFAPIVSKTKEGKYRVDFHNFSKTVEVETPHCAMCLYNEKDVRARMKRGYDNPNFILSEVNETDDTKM
PPARg SRC1 recr – agonists of human PPARgamma SRC-1 coactivator recruitment | PPARgamma-SRC-1 coactivator recruitment biochemical assay | activation, % at 8 µM | actives 0.41% (n = 200,000) | AID 631; in the data active = activation above about 19%;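 also: 0% = DMSO and 100% = reference agonist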
Target sequence (P37231 whole entry, looked up): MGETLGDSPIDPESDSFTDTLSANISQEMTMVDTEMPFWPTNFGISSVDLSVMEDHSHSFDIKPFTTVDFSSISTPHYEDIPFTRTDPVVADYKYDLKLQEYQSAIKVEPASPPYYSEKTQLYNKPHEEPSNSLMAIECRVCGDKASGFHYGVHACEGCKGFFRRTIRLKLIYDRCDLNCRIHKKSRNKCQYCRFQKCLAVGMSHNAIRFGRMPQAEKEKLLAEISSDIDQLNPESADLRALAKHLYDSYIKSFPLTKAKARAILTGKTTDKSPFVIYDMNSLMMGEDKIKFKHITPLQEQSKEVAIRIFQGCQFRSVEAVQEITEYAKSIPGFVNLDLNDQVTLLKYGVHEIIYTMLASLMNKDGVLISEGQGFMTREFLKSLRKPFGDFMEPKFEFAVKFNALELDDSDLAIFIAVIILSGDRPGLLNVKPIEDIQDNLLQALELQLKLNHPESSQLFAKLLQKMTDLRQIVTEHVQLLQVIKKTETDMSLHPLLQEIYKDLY
TR-FRET SRC-2 ct – counter-screen for PPARgamma SRC-2 recruitment agonists: TR-FRET artefact; hits give high values; TR-FRET ratio at 8 µM; actives 0.4% (n = 200,000); in the data active = TR-FRET ratio above about 2000; also: inactives centre near 1500
PPARg SRC3 recr – promotes SRC-3 coactivator recruitment by human PPARgamma. biochemical PPARgamma/SRC-3 coactivator recruitment assay. activation, % at 8 µM. actives 0.26% (n = 200,000). AID 731; in the data active = activation above about 23%;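 also: 0% = DMSO and 100% = reference agonist; some compounds past the cut are filed as inactive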
STAT1 blocker – reduces IFN-gamma driven STAT1 reporter signal; actives 0.35% (n = 200,000); NIH 3T3 STAT1-luciferase reporter, luminescence; AID 920; inhibition, % at 5.5 µM;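 active = inhibition above a set limit, the mean inhibition across all tested compounds plus 3 SD, cut at about 34% in these data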;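 also: 0% = IFN-gamma with DMSO and 100% = IFN-gamma with 300 µM nifuroxazide; values of inactives mirror those of a sister screen read the other way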
S1P3 antagonist – antagonists of human S1P3 receptor. Q99500. CHO S1P3 NFAT-BLA reporter, FRET fluorescence, antagonist mode. inhibition, % at 4.98 µM. actives 0.27% (n = 170,000). AID 485;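 active = inhibition above the plate cutoff, the mean inhibition of test wells on that plate plus 3 SD, cut at about 28% in these data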;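 also: cells challenged with S1P at its EC80 of 0.8 µM; blue over green emission ratio from cleaved BLA substrate after 4 h stimulation; 0% = S1P-stimulated wells and 100% = unstimulated DMSO-only wells; some compounds past the cut are filed as inactive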
STAT3 activator – activators of IL-6 induced STAT3 signaling; U3A cells, IL-6 STAT3-luciferase reporter, luminescence; 100% = signal with IL-6 EC80 alone; activation (% of control), % at 5.6 µM; actives 0.91% (n = 190,000);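 active = activation above the screen-wide mean of compound activation plus 3 SD, cut at about 130% in these data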;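 also: 0% = background luminescence of wells with medium and substrate only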
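Material: STAT1-lacking human U3A cells, STAT3 luciferase reporter | Benchmarks: IL-6-only wells as 100% reference | Probe or stimulus: IL-6 (33 ng/mL) | Timing: Compound 1 h, then IL-6 6 h at 37 °C | Detection: Luminescence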
TLR4 MyD88 comp – TLR4-MyD88 interaction inhibition in cells. HeLa CL3-4 TLR4/MyD88 BLA complementation, FRET ratio. O00206+Q99836. AID 861. inhibition, % at 8.4 µM. actives 0.18% (n = 200,000); in the data active = inhibition above about 25%;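 also: 0% = vehicle and 100% = reference inhibitor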
PPARg SRC2 recr – PPARgamma-driven SRC-2 recruitment agonism; actives 0.34% (n = 200,000); P37231; PPARgamma LBD-SRC-2 recruitment, biochemical; activation, % at 8 µM; in the data active = activation above about 22%;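 also: 0% = vehicle and 100% = reference agonist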
RAM network inh – yeast RAM network inhibition; S. cerevisiae dse1pr::URA3 reporter, 5-FOA growth OD615, 2 d; analog-sensitive cbk1-as2 kinase mutant strain; inhibition, % at 50 µM; actives 1.8% (n = 190,000); AID 868;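 active = inhibition above a set limit, 3 SD over mean compound inhibition, cut at about 8.4% in these data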;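 also: 0% = DMSO-only wells with no growth and 100% = 10 µM 1-NA-PP1 full growth; inhibition rescues growth on 5-FOA so higher OD means more RAM inhibition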
STAT3 inh – reduces IL-6 driven STAT3 reporter signal | inhibition, % at 5.5 µM | actives 0.89% (n = 190,000) | U3A cells, IL-6 STAT3-luciferase reporter, luminescence; host cell line lacks STAT1;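 active = inhibition above the mean inhibition across all screened compounds plus 3 SD, cut at about 44% in these data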;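 also: 0% = DMSO only wells and 100% = 100 µM nifuroxazide control wells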
Active calls of the source: *; x = no result given.

#1 COc1ccccc1C1CC(=O)NC(C)=C1C(=O)OCC1CCCO1 (stereo unspecified)
#2 O=C(CC1Nc2ccccc2NC1=O)Nc1ccccc1NC(=O)CC1Nc2ccccc2NC1=O (stereo unspecified)
#3 COc1ccc(CCN(C)C(=O)CSc2nnnn2C)cc1OC
#4 CCCn1nc(C(=O)OCC(=O)Nc2cccc(OC)c2)c2ccccc2c1=O
#5 CCOC(=O)c1ccc([N+](=O)[O-])cc1NC(C)=O
#6 COc1cc2c(cc1OC)C(c1ccsc1)CC(=O)N2 (stereo unspecified)
#7 Cc1cccc(N(CC(=O)N2CCOCC2)S(C)(=O)=O)c1C
#8 NC(=O)CC1Nc2cccc3cccc(c23)NC1=O (stereo unspecified)

assay / entry	1	2	3	4	5	6	7	8
ROMK mod	-0.19	0.17	-0.11	x	0.0086	-1.4	-0.14	x
PPARg SRC1 recr	3	1	5	-1	-6	2	13	13
TR-FRET SRC-2 ct	1536	1555	1613	1558	1600	1602	1639	1439
PPARg SRC3 recr	2	-2	6	-3	0	20	16	3
STAT1 blocker	8	-8	-8	16	-13	10	27	-3
S1P3 antagonist	8	-20	-16	-3	-17	-13	x	-22
STAT3 activator	102	131	94	98	112	95	92	120
TLR4 MyD88 comp	-15	-5	-6	-1	-21	9	-5	-2
PPARg SRC2 recr	10	12	5	2	-14	-4	13	1
RAM network inh	0.3	0.7	-0.9	3.3	-0.1	-0.4	2.0	0.2
STAT3 inh	1	-40	9	7	-10	10	8	-20

Gathered by group: the compounds so far with four or more nitrogen atoms (2)
#2 O=C(CC1Nc2ccccc2NC1=O)Nc1ccccc1NC(=O)CC1Nc2ccccc2NC1=O (stereo unspecified)
#3 COc1ccc(CCN(C)C(=O)CSc2nnnn2C)cc1OC

assay / entry	2	3
ROMK mod	0.17	-0.11
PPARg SRC1 recr	1	5
TR-FRET SRC-2 ct	1555	1613
PPARg SRC3 recr	-2	6
STAT1 blocker	-8	-8
S1P3 antagonist	-20	-16
STAT3 activator	131	94
TLR4 MyD88 comp	-5	-6
PPARg SRC2 recr	12	5
RAM network inh	0.7	-0.9
STAT3 inh	-40	9

Next compounds follow.
#9 O=C1NCCc2c1[nH]c1ccc([N+](=O)[O-])cc21
#10 CSc1nc(N)nc(SCC(=O)Nc2ccc(Cl)cc2)c1C#N
#11 C=CCNC(=O)c1onc(CSc2cccc(OCC)c2)c1C(=O)O
#12 O=C(COc1ccc(S(=O)(=O)N2CCCC2)cc1Cl)N1CCN(c2ccccc2)CC1
#13 Cc1cc(/N=C/C=C2\N(C)c3ccccc3C2(C)C)n(CCC#N)n1
#14 CCCSc1nnc(Cn2c(=O)sc3ccccc32)n1-c1ccccc1
#15 COc1ccccc1/C=N/NC(=O)c1ccc(=O)n(C)c1
#16 COc1ccc(/C=C/C(=O)NCCC(=O)N2CCCN(C)CC2)cc1

assay / entry	9	10	11	12	13	14	15	16
ROMK mod	-0.89	x	x	-0.21	0.097	x	-0.24	-0.23
PPARg SRC1 recr	13	-9	-5	5	11	-1	2	8
TR-FRET SRC-2 ct	1612	1689	1389	1639	1648	1641	1680	1583
PPARg SRC3 recr	6	-10	11	9	8	2	0	1
STAT1 blocker	-1	10	-4	-2	12	2	4	-6
S1P3 antagonist	-10	x	x	5	-20	-31	1	-8
STAT3 activator	103	86	100	101	92	99	94	107
TLR4 MyD88 comp	-7	13	-2	2	7	6	-7	5
PPARg SRC2 recr	7	4	-1	0	5	8	9	1
RAM network inh	0.8	4.2	1.8	1.9	3.9	8.0	0.5	0.9
STAT3 inh	-1	27	1	1	11	10	5	-6

Next part, overlapping the part above by 4 compounds.
#13 Cc1cc(/N=C/C=C2\N(C)c3ccccc3C2(C)C)n(CCC#N)n1
#14 CCCSc1nnc(Cn2c(=O)sc3ccccc32)n1-c1ccccc1
#15 COc1ccccc1/C=N/NC(=O)c1ccc(=O)n(C)c1
#16 COc1ccc(/C=C/C(=O)NCCC(=O)N2CCCN(C)CC2)cc1
#17 CCCCN1CC(COc2ccccc2)OC1=O (stereo unspecified)
#18 O=C(c1ccco1)N1CCN(C(c2coc3ccc(Cl)cc3c2=O)c2nnnn2C2CCCC2)CC1 (stereo unspecified)
#19 O=C(O)CCC(=O)Nc1nc2nc(-c3ccccc3)cc(-c3ccccc3)n2n1
#20 COc1ccc(NC(=S)Nc2cc(C)cc(C)n2)cc1OC
#21 COC(=O)CN(C(=S)Nc1ccc(F)cc1)C1CC(=O)N(c2ccccc2)C1=O (stereo unspecified)
#22 CSc1nc(Cl)c(Cc2ccc(OCC(C)C)cc2)c(N2CCOCC2)n1
#23 COc1ccc(-c2n[nH]c(C)c2-c2cnn(-c3ccccc3)c2)c(O)c1
#24 Cc1cccc(N2CCN(C(c3ccccc3)c3nnnn3C(C)(C)C)CC2)c1C (stereo unspecified)

assay / entry	13	14	15	16	17	18	19	20	21	22	23	24
ROMK mod	0.097	x	-0.24	-0.23	0.3	x	x	x	-1.4	1.5	x	-3.3*
PPARg SRC1 recr	11	-1	2	8	1	7	1	-1	3	-6	9	4
TR-FRET SRC-2 ct	1648	1641	1680	1583	1654	1598	1485	1486	1509	1433	1570	1495
PPARg SRC3 recr	8	2	0	1	-5	0	3	2	2	-1	8	-2
STAT1 blocker	12	2	4	-6	4	-1	-1	-10	1	-3	0	2
S1P3 antagonist	-20	-31	1	-8	-12	x	x	-9	4	-9	8	x
STAT3 activator	92	99	94	107	101	106	109	94	99	102	102	108
TLR4 MyD88 comp	7	6	-7	5	4	3	-2	0	3	14	3	-10
PPARg SRC2 recr	5	8	9	1	5	-5	-1	-5	8	-1	12	0
RAM network inh	3.9	8.0	0.5	0.9	1.1	x	3.6	3.8	1.1	8.6*	3.3	0.1
STAT3 inh	11	10	5	-6	2	-4	0	7	5	1	0	-6

#25 COc1cccc(C(=O)N2C(C(=O)O)CSC2c2ccccc2Cl)c1 (stereo unspecified)
#26 CCOC(=O)C1CCN(Cc2nc3ccc([N+](=O)[O-])cc3c(=O)n2-c2ccc(OC)cc2OC)CC1
#27 COc1ccc(CCNC(=O)CSc2cc(=O)[nH]c(N)n2)cc1OC
#28 Cc1nnc(SCC(=O)NNC(=O)COc2ccc(Cl)cc2)s1
#29 CC(C)Sc1snnc1-c1ccccc1
#30 CC(=O)Nc1nc(C2CC2)cc(-c2ccccc2)c1C#N
#31 COc1ccc(CN2CC(=O)N(c3ccc(C)cc3C)C2=S)cc1OC
#32 COc1ccc(/C=C/C(=O)NCC(=O)N/N=C/c2cc(Br)ccc2OC)cc1

assay / entry	25	26	27	28	29	30	31	32
ROMK mod	-0.037	-1.5	0.28	-0.29	-0.084	-1.1	0.041	x
PPARg SRC1 recr	-9	-6	1	12	4	2	1	2
TR-FRET SRC-2 ct	1492	1457	1707	1556	1945	1569	1725	1534
PPARg SRC3 recr	2	1	0	2	2	5	3	0
STAT1 blocker	-2	4	5	0	4	9	4	-3
S1P3 antagonist	4	12	-28	-10	-24	-9	2	x
STAT3 activator	100	99	94	107	99	119	99	100
TLR4 MyD88 comp	-1	-6	-11	3	-2	-16	-5	3
PPARg SRC2 recr	-3	8	5	-4	5	-7	8	12
RAM network inh	0.8	0.8	0.1	1.8	1.1	-1.2	3.4	0.9
STAT3 inh	-1	0	9	-7	2	-19	9	4

#33 COc1ccccc1NC(=O)CCC(=O)Nc1ccccc1OC
#34 CCc1nc2sc3c(c2c(=O)o1)CCCC3
#35 COc1cccc(NC(=S)NNC(=O)CCn2cc([N+](=O)[O-])cn2)c1
#36 Cc1c(C(=O)OCC(=O)Nc2ccc(S(N)(=O)=O)cc2)oc2c1ccc1ccccc12
#37 COc1ccc(C(=O)N2CCCC(c3ccccc3)=N2)cc1
#38 O=C(CN(C(=O)CNS(=O)(=O)c1ccccc1)c1ccc2c(c1)OCCO2)NCc1ccco1
#39 COc1cccc(NC(=O)C(OC(=O)/C=C/c2ccc3c(c2)OCO3)c2ccccc2)c1 (stereo unspecified)
#40 CC(O)[C@@H](C(=O)N1CCNCC1)n1cc(CCCCN)nn1 (stereo partly specified)

assay / entry	33	34	35	36	37	38	39	40
ROMK mod	x	0.45	0.77	-0.94	-0.46	x	-0.055	x
PPARg SRC1 recr	-4	3	5	3	-2	-2	4	-1
TR-FRET SRC-2 ct	1593	1615	1563	1644	1621	1625	1870	1328
PPARg SRC3 recr	-8	4	0	2	3	12	7	0
STAT1 blocker	-1	10	3	-7	-10	-4	5	5
S1P3 antagonist	12	x	4	-6	-7	-22	x	-3
STAT3 activator	102	105	108	84	95	90	101	x
TLR4 MyD88 comp	4	3	2	-6	5	-4	-16	-16
PPARg SRC2 recr	8	10	12	8	0	9	14	2
RAM network inh	-0.8	-1.6	2.6	4.0	1.2	0.4	4.5	2.1
STAT3 inh	2	-5	-5	24	14	15	-1	x

#41 CC(=O)/C(=N/Nc1ccc(C)cc1)Sc1nnc(CCc2ccccc2)n1-c1ccccc1
#42 CCOc1cc2[nH]c(=O)n(CCCC(=O)NCc3ccc(OC)cc3)c(=O)c2cc1OCC
#43 O=C(Cn1cc(C(=O)c2ccco2)c2ccccc21)NC1CCCCC1
#44 CCCc1[nH]n(-c2ccc(F)cc2)c(=O)c1C=Nc1cccc(F)c1
#45 O=[N+]([O-])c1cc(-c2nnc(Nc3ccccc3)c3ccccc23)ccc1N1CCOCC1
#46 COc1cccc(-c2cc3c(-n4cccc4)ncnc3o2)c1
#47 Cc1cccc(Cn2cnc3c(N)c(C)c(C)cc32)c1
#48 CCN(CC)S(=O)(=O)c1ccc2c(c1)nc(CCC(=O)Nc1ccc(N3CCOCC3)cc1)n2C

assay / entry	41	42	43	44	45	46	47	48
ROMK mod	-0.48	x	-0.36	x	x	x	0.019	0.34
PPARg SRC1 recr	4	-6	-2	-7	4	11	6	7
TR-FRET SRC-2 ct	1744	1471	1559	1523	1581	1593	1524	1642
PPARg SRC3 recr	3	9	0	2	-5	8	-1	9
STAT1 blocker	2	-2	9	-1	0	6	-1	-7
S1P3 antagonist	11	x	-12	-2	3	x	0	-17
STAT3 activator	99	107	110	99	98	123	101	104
TLR4 MyD88 comp	-3	-8	15	-1	-6	3	4	-14
PPARg SRC2 recr	12	6	5	0	6	5	-3	3
RAM network inh	3.3	0.3	12*	5.3	0.5	2.1	0.4	2.8
STAT3 inh	-1	-3	-5	2	-3	-25	1	-3

#49 CCNC(=O)NC(=O)C(C)OC(=O)CCCSc1nc2ccccc2s1 (stereo unspecified)
#50 COc1ccc(-c2cc(C(=O)Nc3ccccc3SC)no2)cc1
#51 Cc1cccc(Cn2c(C(=O)OC(C)C)cc3c2ccn3C)c1
#52 CSc1ncccc1C(=O)OCC(=O)NC(=O)NCCC(C)C

assay / entry	49	50	51	52
ROMK mod	x	0.36	x	x
PPARg SRC1 recr	1	4	4	6
TR-FRET SRC-2 ct	1465	1597	1692	1574
PPARg SRC3 recr	1	-2	14	-3
STAT1 blocker	4	-8	1	8
S1P3 antagonist	-2	x	x	19
STAT3 activator	106	93	98	97
TLR4 MyD88 comp	7	-5	4	-15
PPARg SRC2 recr	0	2	10	7
RAM network inh	0.1	2.7	11*	3.0
STAT3 inh	-4	14	6	10
